Screens from PubChem BioAssay.
BLM helicase inh – qHTS Assay for Inhibitors of Bloom's syndrome helicase (BLM). RecQ-like DNA helicase BLM (Homo sapiens), P54132. recombinant BLM DNA unwinding, fluorescence dequenching. Potency, µM (top dose mostly 56.1 µM), without a hit: top-dose activity change, negative = inhibition, actives largely listed as inhibitors. actives 0.2% (n = 350,000);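 note: plate controls were vehicle for no effect and no enzyme for full effect; nearly all actives have a fitted effect of over 35% in size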
Pol eta inh – qHTS for Inhibitors of Polymerase Eta | recombinant Pol eta, fluorescent DNA replication assay | Potency, µM (top dose mostly 114 µM), without a hit: at the highest dose activity change, negative = inhibition, actives largely listed as inhibitors | actives 1.2% (n = 390,000); note: % is set by controls: 0 for no effect and ±100 for the full control effect
Target sequence (Q9Y253 whole entry, looked up): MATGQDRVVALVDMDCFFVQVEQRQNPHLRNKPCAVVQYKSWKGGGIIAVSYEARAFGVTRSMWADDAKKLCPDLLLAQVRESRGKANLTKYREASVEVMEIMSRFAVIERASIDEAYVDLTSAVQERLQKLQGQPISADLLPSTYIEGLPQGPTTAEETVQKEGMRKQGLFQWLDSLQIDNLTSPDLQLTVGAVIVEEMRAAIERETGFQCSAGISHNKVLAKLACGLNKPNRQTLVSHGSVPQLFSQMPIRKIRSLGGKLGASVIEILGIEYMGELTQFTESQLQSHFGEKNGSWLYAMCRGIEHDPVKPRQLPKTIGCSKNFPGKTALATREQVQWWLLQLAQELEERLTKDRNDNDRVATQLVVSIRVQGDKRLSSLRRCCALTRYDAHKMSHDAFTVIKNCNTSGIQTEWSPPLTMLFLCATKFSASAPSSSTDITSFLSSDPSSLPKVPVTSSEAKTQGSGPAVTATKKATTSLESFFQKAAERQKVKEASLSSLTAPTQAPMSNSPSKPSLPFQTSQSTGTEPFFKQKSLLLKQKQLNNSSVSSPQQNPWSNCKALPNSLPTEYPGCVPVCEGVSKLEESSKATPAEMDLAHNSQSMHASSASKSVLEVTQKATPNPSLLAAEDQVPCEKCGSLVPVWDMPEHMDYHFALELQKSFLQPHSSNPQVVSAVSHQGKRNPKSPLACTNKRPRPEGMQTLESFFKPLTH
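Fluorescent replication assay: 50 nM final substrate added after a 15 min room-temperature compound preincubation with 10 nM enzyme. Signal taken at 0 min and again at 10 min.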
APE1 inh – qHTS Assay for Inhibitors of the Human Apurinic/apyrimidinic Endonuclease 1 (APE1). Potency, µM (highest dose often 65.8 µM), for inactives: at the top dose activity change, negative = inhibition, most hits filed as inhibitors. actives 0.35% (n = 350,000). DNA repair nuclease/redox regulator APEX1 (Homo sapiens), P27695. recombinant APE1, TAMRA/BHQ-2 abasic DNA cleavage fluorescence;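 note: plate controls were vehicle for no effect and reference inhibitor for full effect; nearly all actives have a fitted effect of over 55% in size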
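Measures dequenching upon AP-site incision of a 5'-TAMRA/3'-BHQ-2 THF-containing duplex, 50 nM; human APE1 0.75 nM after 15 min room-temperature exposure to compound; kinetic three-point read at one-minute spacing.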
Pol kappa inh – qHTS for Inhibitors of Polymerase Kappa. purified Pol kappa, fluorescent DNA synthesis assay, 10 min. Potency, µM (doses to about 107 µM), inactives show at the top dose activity, negative = inhibition, most hits filed as inhibitors. actives 0.53% (n = 400,000). AID 588579, 2011; note: % is set by controls: 0 for no effect and ±100 for the full control effect
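First, compounds were pin-transferred onto 10 nM Pol kappa. After 15 min at room temperature, substrate was added to 50 nM final. Fluorescence was then measured kinetically at 0 and 10 min.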
G9a block – qHTS Assay for Inhibitors of Histone Lysine Methyltransferase G9a | Histone-lysine N-methyltransferase EHMT2 (Homo sapiens), Q96KQ7 | G9a H3K9 monomethylation, AlphaScreen, 2 h | Potency, µM (doses to about 102 µM), without a hit: at the highest dose activity, negative = inhibition, most hits filed as inhibitors | actives 8.8% (n = 350,000); note: % is set by controls: 0 for no effect and ±100 for the full control effect; nearly all actives have a fitted effect of over 75% in size
Target sequence (Q96KQ7 913-1193 limits assumed): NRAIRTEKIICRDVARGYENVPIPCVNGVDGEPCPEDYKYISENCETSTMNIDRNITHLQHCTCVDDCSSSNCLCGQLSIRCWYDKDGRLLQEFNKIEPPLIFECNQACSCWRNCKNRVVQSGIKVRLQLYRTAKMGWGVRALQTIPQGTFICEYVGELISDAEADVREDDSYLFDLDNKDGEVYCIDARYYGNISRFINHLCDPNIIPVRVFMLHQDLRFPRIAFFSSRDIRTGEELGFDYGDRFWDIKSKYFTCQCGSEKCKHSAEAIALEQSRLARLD
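Signal arises when biotinylated H3K9 peptide, once monomethylated, bridges streptavidin donor and antibody-captured acceptor beads. Enzyme at 20 nM was preincubated 15 min with test compounds; peptide 500 nM and SAM 20 uM then reacted for 2 h.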
POLB inh – qHTS Assay for Inhibitors of DNA Polymerase Beta; P06746; Pol beta primer extension/strand displacement, fluorescence kinetic; Potency, µM (top dose mostly 114 µM), without a hit: at the highest dose activity change, negative = inhibition, actives largely listed as inhibitors; actives 1.3% (n = 340,000); note: % is set by controls: 0 for no effect and ±100 for the full control effect
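Enzyme-only controls used 10 nM Pol beta; buffer lacking enzyme served as negative control. Compound preincubated 15 min, then 50 nM substrate added; 0 and 10 min reads at room temperature.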
JMJD2A Tudor – qHTS Assay for Inhibitors of JMJD2A-Tudor Domain. AlphaScreen JMJD2A-Tudor / H3K4me3 peptide binding. Potency, µM (top dose mostly 114 µM), for inactives: at the highest dose activity change, negative = inhibition, usual class: inhibitors. actives 4.4% (n = 390,000). AID 504339, 2011; note: % is set by controls: 0 for no effect and ±100 for the full control effect; nearly all actives have a fitted effect of over 50% in size
Pol iota inh – qHTS for Inhibitors of Polymerase Iota | DNA polymerase iota (Homo sapiens), Q9UNA4 | Pol iota fluorescent replication assay, 10 min | Potency, µM (doses to about 115 µM), for inactives: at the highest dose activity, negative = inhibition, most hits filed as inhibitors | actives 1% (n = 390,000)
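Fluorescent replication assay read twice, at 0 min and 10 min after adding 50 nM (final) substrate. Enzyme (10 nM) and compounds were first incubated 15 min at room temperature; enzyme-free buffer wells were negative controls.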
BAZ2B inh – qHTS Assay for Inhibitors of BAZ2B | AlphaScreen BAZ2B-H3K14Ac peptide displacement | Bromodomain adjacent to zinc finger domain protein 2B (Homo sapiens), Q9UIF8 | Potency, µM (highest dose often 114 µM), for inactives: top-dose activity change, negative = inhibition, usual class: inhibitors | actives 4.4% (n = 360,000); note: % is set by controls: 0 for no effect and ±100 for the full control effect; nearly all actives have a fitted effect of over 60% in size
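Multi-concentration screen (max 110 uM) measuring displacement of acetylated histone H3 peptide from BAZ2B by AlphaScreen, using 50 nM protein, 50 nM peptide and 10 ug/mL streptavidin donor plus Ni-chelate acceptor beads.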
The depositor's hits bear a star; ? = inconclusive; . = no result given; [ ] = remark or other dose. Calls come from the whole dose curve; as a rule, active = well fitted curve in the direction sought with a large enough effect; inconclusive = small, poorly fitted or top-dose-only effect, or another doubt; inactive = no such curve, though single readings can be large; an effect the other way counts as inactive or inconclusive. Potency is the fitted concentration of half-maximal effect. The list is partial (hit frequency here may not be typical).

No.	Structure	BLM helicase inh	Pol eta inh	APE1 inh	Pol kappa inh	G9a block	POLB inh	JMJD2A Tudor	Pol iota inh	BAZ2B inh
1	CC1Oc2ccccc2C=C1/C=N/NC(=O)c1ccccc1O (stereo not given)	-5%	-5%	4%	-6%	36%[59 µM]	10%	?	151%[activator]	1%
2	O=C(CSc1nc2ccccc2c(=O)n1CCCO)NCc1ccccc1	2%	4%	0%	-4%	38%[12.7 µM]	1%	-8%	12%	-20%
3	CCOc1ccccc1/C=N/n1c(COc2ccccc2)n[nH]c1=S	0%	?	-3%	-1%	14µM*	-1%	?	19%	?
4	O=C(CO/N=C/c1ccc(Cl)cc1Cl)NNC(=O)c1cccc(Cl)c1	-4%	-5%	-6%	-6%	.	30%	-8%	49%[activator]	-4%
5	c1ccc(-c2nc(NCC3CCCO3)c3oc4ccccc4c3n2)cc1 (stereo not given)	-9%	-17%	12%	-5%	45µM*	-2%	-14%	3%	-9%
6	CCOC(=O)C1=C(O)CSC1=Nc1cccc2ccccc12	-3%	-1%	9%	-13%	16%[59 µM]	13%	-12%	7%	1%
7	Fc1ccccc1N1CCN(Cc2cc(-c3ccccc3)on2)CC1	-4%	1%	15%	-16%	13%	1%	0%	10%	-7%
8	Cc1ccc(-n2nc(C(=O)N(C)c3ccc(C)c(C)c3)c3c4ccccc4n(C)c3c2=O)cc1	-8%	.	.	4%	-42%[59 µM]	35%	-28%	-2%	.
9	O=C(c1cc(C(F)(F)F)cc(C(F)(F)F)c1)N1CCC2(CCCN(c3ccccn3)C2)CC1	-9%	.	2%	-9%[60.1 µM]	5%[12.7 µM]	.	.	.	.
10	O=C(CCCn1nnnc1CN1CCOCC1)N1CCC(c2ccc(F)cc2)C1 (stereo not given)	-2%	-9%	51%	4%	0%	1%	-4%	10%	-21%
11	CCC(c1nnnn1C(C)(C)CC)N(CCCO)Cc1cc2cccc(C)c2[nH]c1=O (stereo not given)	0%	5%	2%	0%	-5%[59 µM]	33%	-17%	22%	-3%
12	Cc1ccc(NC(=O)Cn2cc([N+](=O)[O-])nc2C)cc1C	-1%	-13%	-2%	5%	.	-3%	-2%	24%	5%
13	Cc1ccc(C)c(CN2C(=O)C(O)(c3c(C)[nH]c4ccccc34)c3ccccc32)c1 (stereo not given)	-3%	6%	.	-10%	-29%[59 µM]	24%	-16%	8%	?
14	OCCN1CCN(CC(O)COc2ccc(Cl)cc2)CC1 (stereo not given)	-8%	-1%	0%	-4%	50µM*	5%	-24%	-2%	?
15	OCC1(Cc2ccccc2)CCCN(Cc2ccc(-c3ccco3)cc2)C1 (stereo not given)	0%	-16%	-6%	1%	.	-16%	?	-1%	45µM*
16	Cc1noc(C)c1-c1ccc2ncnc(Nc3ccc(F)cc3)c2c1	-2%	.	?	-1%[60.1 µM]	21%[0.501 µM]	.	.	.	.
17	C=CCn1c(SCn2nnc3ccccc3c2=O)nnc1-c1ccc(F)cc1	-2%	-3%	16%	-3%	32µM*	0%	-7%	-12%	10%
18	CCc1ccccc1NC(=O)Nc1ccc(F)cc1F	0%	-1%	-4%	-14%	3%	13%	-10%	6%	-5%
19	Cc1cc(N2C(=O)C(O)=C(C(=O)c3ccco3)C2c2cccc(Oc3ccccc3)c2)no1 (stereo not given)	-11%	2%	-5%	-14%	6%[0.0925 µM]	-12%	?	?	?
20	CC1=C/C(=N\N=C2\NC(=O)C(CC(=O)Nc3ccccc3)S2)CC(C)(C)C1 (stereo not given)	-10%	-19%	-2%	-6%	-33%	-25%	?	11%	0%
21	CCN(CC)S(=O)(=O)c1ccc(C(=O)NCCSc2c(-c3ccccc3)[nH]c3ccccc23)cc1	-6%	-23%	.	5%	2%[59 µM]	-6%	-7%	31%	-13%
22	CCCn1c(N)c(C(=O)CSc2nc(C)cs2)c(=O)[nH]c1=O	-1%	-2%	-2%	-11%	3%[59 µM]	0%	-10%	22%	1%
23	COCCNC(=O)CCc1c(C)nc2c(c(C)nn2-c2ccc(C)c(C)c2)c1C	-1%	-22%	-16%	1%	-7%[2.33 µM]	1%	5%	-5%	8%
24	CCN1CCC(NC(=O)Nc2cccc(C(F)(F)F)c2)CC1	-2%	-10%	3%	2%	1%	9%	-13%	-6%	8%
25	COc1ccc(OCCCC(=O)ON=C(N)c2ccccc2C)cc1	.	-8%	6%	-5%	-5%[12.7 µM]	.	70%[activator]	15%	98%[activator]
26	Cc1ccc(S(=O)(=O)N2CCC(=O)N([C@H](COCc3cccc(C(F)(F)F)c3)Cc3ccccc3)CC2)cc1	-5%	.	12%[50.4 µM]	-18%[60.1 µM]	2%[59 µM]	.	.	.	.
27	COc1ccc2c(c1OC)CCC2=O	-16%	-7%	1%	0%	15%[59 µM]	15%	-1%	1%	1%
28	Cn1c2ccccc2c(=O)c2c(O)cccc21	0%	5%	-10%	-13%	1%	3%	-18%	4%	-36%
29	CN1CC(=O)N(CC(=O)Nc2cc(Cl)cc(Cl)c2)C1=O	0%	-10%	-8%	-19%	-28%	1%	-17%	2%	-8%
30	Cc1ccc(S(=O)(=O)NCC(NCc2ccc(F)cc2)c2ccccc2)cc1 (stereo not given)	.	-22%	-11%	-7%	14%	.	0%	13%	-3%
31	CCCCOc1ccc(C(=O)N2CC(=O)Nc3ccc(Br)cc3C2c2ccc(F)cc2)cc1 (stereo not given)	-10%	-6%	.	-16%	-35%[59 µM]	0%	-24%	-13%	-10%
32	CN1C(C(=O)c2ccccc2)=C(NC(=O)c2ccccc2Br)c2ccccc2S1(=O)=O	-3%	-8%	.	-3%	?	-16%	-24%	13%	?
33	Cc1ccc(NC(=O)C2CC(=O)N(Cc3ccccc3)C2)cc1S(=O)(=O)N1CCCCCC1 (stereo not given)	-7%	-10%	-5%	-20%	?	18%[57.1 µM]	-26%	10%	0%
34	Cc1cc(=O)[nH]c(SCC(=O)Nc2ccnc3ccccc23)n1	6%	-23%	-3%	-1%	?	3%	-7%	95%[activator]	-9%
35	COc1ccccc1N1CCN(S(=O)(=O)c2c(C)[nH]c(C)c2C(=O)N2CCCCC2)CC1	-4%	-8%	-1%	8%	24%	1%	-11%	-12%	-6%
36	Cc1ccc(S(=O)(=O)N(CC(=O)Nc2ccc3c(c2)OCO3)c2cc(Cl)cc(Cl)c2)cc1	-9%	-16%	.	8%	7%[59 µM]	0%	?	16%	11%
37	COc1ccc(Cc2nc3ccc(C(=O)N(C)Cc4nccs4)cc3o2)cc1OC	2%	5%	-32%	6%	.	1%	?	13%	-8%
38	Cc1nc2c(-c3ccccc3)c(C)nn2c(C)c1CCC(=O)NCc1ccc(F)cc1	-3%	-20%	.	0%	0%[59 µM]	-6%	6%	27%	1%
39	CC1CCN(S(=O)(=O)c2ccc(C(=O)Nc3nnc(-c4ccncc4)o3)cc2)CC1	2%	-9%	-3%	-14%	-14%	-16%	-25%	108%[activator]	.
40	CCOc1ncccc1C(=O)NNC(=O)c1ccc(NS(=O)(=O)c2cccs2)cc1	.	-2%	13%	-11%	-25%	.	-5%	16%	2%
41	c1ccc(-c2ccc(CNC3CC3)cc2)cc1	-7%	-9%	29%	-15%	?	-23%	-10%	-26%	-3%
42	COC(=O)c1ccccc1NC(=S)NC(NC(=O)c1ccco1)C(Cl)(Cl)Cl (stereo not given)	-11%	-11%	-2%	-17%	2.2µM*	-1%	-32%	-1%	-3%
43	Clc1cccc(N/N=C/c2ccc(N3CCOCC3)cc2)c1	-2%	?	0%	0%	32µM*	23%	?	25%	-8%[57.1 µM]
44	Cc1c(Cl)cccc1Nc1nn2c(=O)c3ccccc3nc2s1	-17%	10%	.	-3%[60.1 µM]	4%[59 µM]	?	-22%	0%	0%
45	COc1ccc(C)cc1NC(=O)COC(=O)c1ccc2c(c1)OCCO2	.	-12%	18%	-2%	13%[12.7 µM]	.	5%	8%	3%
46	Cc1ccc(S(=O)(=O)Nc2cccc3c2O[C@H](CN(C)C(=O)Nc2cccc4ccccc24)[C@H](C)CN([C@H](C)CO)C3=O)cc1	.	-9%	3%	-9%	.	.	-30%	-4%	.
47	COc1ccc(C(=O)NNC(=O)c2ccccc2[N+](=O)[O-])cc1Br	2%	-23%	0%	-12%	-2%[59 µM]	-21%	-9%	-4%	0%
48	O=C(Nc1nc(-c2ccccn2)cs1)C1CCCC1	-6%	-10%	-2%	-10%	?	-2%	?	42%[activator]	50µM*
49	COC(=O)CCC(=O)NS(=O)(=O)c1ccc(N=NN2CCOCC2)cc1	-1%	-2%	-12%	0%	-35%	-4%	2%	17%	-1%
50	N#CCCn1cc(C=C(C#N)C#N)c(-c2ccc(-c3ccccc3)cc2)n1	-21%	?	14%	-13%	-6%[59 µM]	1%	-10%	21%	9%

Profiles, quoted from the list.
CCOc1ccccc1/C=N/n1c(COc2ccccc2)n[nH]c1=S is entered as BLM helicase inh = 0%; Pol eta inh = ?; APE1 inh = -3%; Pol kappa inh = -1%; G9a block = 14µM*; POLB inh = -1%; JMJD2A Tudor = ?; Pol iota inh = 19%; BAZ2B inh = ?
CCN1CCC(NC(=O)Nc2cccc(C(F)(F)F)c2)CC1 is entered as BLM helicase inh = -2%; Pol eta inh = -10%; APE1 inh = 3%; Pol kappa inh = 2%; G9a block = 1%; POLB inh = 9%; JMJD2A Tudor = -13%; Pol iota inh = -6%; BAZ2B inh = 8%

(further entries)
No.	Structure	BLM helicase inh	Pol eta inh	APE1 inh	Pol kappa inh	G9a block	POLB inh	JMJD2A Tudor	Pol iota inh	BAZ2B inh
51	CN(C)CCOC(=O)NCC12CC3CC(CC(C3)C1)C2	-14%	-21%	-5%	-8%	6%[59 µM]	12%	-1%	-18%	-6%
52	Cc1cccc(C(=O)N[C@H](C(=O)NCCc2ccc(S(N)(=O)=O)cc2)C(C)C)c1	-1%	-14%	-11%	5%	18%	2%	-5%	12%	-3%
53	COCc1cc(Sc2ccc(OC)cc2)nc(-c2ccccc2)n1	-7%	-4%	-7%	-4%	196%[activator]	6%	99%[activator]	-4%	112%[activator]
54	O=C(NCc1cccc(Cl)c1)c1cccn1-c1nnc(N2CCCC2)s1	-3%	-6%	.	0%	-9%[59 µM]	12%	-20%	-4%	-9%
